# Bcl-B displacement – displacers of TR3 peptide from Bcl-B, primary screen, selectivity assay for Bfl-1 inhibitor project, biochemical, fluorescence polarization | FP displacement of FITC-TR3 peptide from Bcl-B; higher % means a stronger effect | Bcl-2-like protein 10 (Homo sapiens) | AID 748, 2007 | 0.11% of 96,000 active | displacement, % at 20 µM, or IC50 in µM where a hit was titrated;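 active = displacement above 50% at 20 µM plus a fluorescence interference ratio under 1.5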;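 note: plate controls were wells without compound for no effect and wells lacking Bcl-B protein for full effect; a part of the inactive calls stands beside numbers as strong as those of hits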
# MRP reversal – reversal of MRP1-mediated doxorubicin resistance, primary screen, H69AR cells, doxorubicin co-treatment. 0.04% of 85,000 active. differential viability (reversal), % at 10 µM. AID 602, 2007. H69AR cells + 2 uM doxorubicin, CellTiter-Glo, 72 h;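 active = viability drop by adding the cancer drug above about 55%, with treated viability meeting a 40% cutoff, limit read from the data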;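 note: viability without doxorubicin minus viability with 2 µM doxorubicin for each compound; larger differential means the compound sensitizes cells more to doxorubicin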
# NFkB transloc pot – enhancers of NFkB p65 translocation in HUVEC – imaging, IL-1B stimulus, high-content imaging, primary screen; HUVEC IL-1B NFkB p65 nuclear translocation imaging; activation, % at 2 µM; 0.3% of 94,000 active;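 active = activation above 40%, about the mean plus 3 SD, also judged a hit on visual image review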;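 note: percent activation is computed from the nuclear over cytoplasmic p65 intensity ratio; values of inactives mirror those of a sister screen read the other way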
# NFkB transloc inh – inhibitors of IL-1B driven NFkB p65 nuclear import, primary screen, imaging, HUVEC, IL-1B stimulus, high-content imaging; HUVEC IL-1B NFkB p65 nuclear translocation imaging; 0.43% of 94,000 active; inhibition, % at 2 µM;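 active = inhibition above about 30% together with a positive call from visual inspection of the well image, limit read from the data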;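 note: nuclear over cytoplasmic p65 intensity ratio measured by imaging; 0% = IL-1B stimulated DMSO wells and 100% = unstimulated DMSO wells; values of inactives mirror those of a sister screen read the other way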
# PLAP inhibition – PLAP enzyme inhibitors, biochemical, luminescence, HTS (AID 690); Alkaline phosphatase, placental type (Homo sapiens); purified PLAP, luminescent substrate; higher % means a stronger effect; inhibition, % at 20 µM; hits with a dose series show IC50 in µM; 0.08% of 96,000 active; in the data active = a potency from the dose series; inactive = the rest, 99 in 100 with inhibition below about 30%; note: strong numbers were not always called active
# MRP reversal cytotoxicity – recorded beside MRP reversal, whose call it bears; viability, %; H69AR cells, CellTiter-Glo, 72 h; measured here: cytotoxicity without doxorubicin
# MRP reversal with doxorubicin – recorded beside MRP reversal, whose call it bears; viability, %; measured here: viability with 2 uM doxorubicin; hits give low values
# NFkB transloc inh cell count 2 µM – recorded beside NFkB transloc inh, whose call it bears; cell count; measured here: cells passing quality filter;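 raw number of nuclei counted in each imaged well without normalization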
# NFkB transloc pot cell count 2 µM – further read-out of NFkB transloc pot, marked with its call; cell count; measured here: cells passing quality filter
# Starred values were filed as active, the others as inactive; · = no result given.
# Each structure is followed by: Bcl-B displacement	MRP reversal	MRP reversal cytotoxicity	MRP reversal with doxorubicin	NFkB transloc pot	NFkB transloc pot cell count 2 µM	NFkB transloc inh	NFkB transloc inh cell count 2 µM	PLAP inhibition
> CCOc1ccc(-n2c(O)c(C=NCCCn3ccnc3)c(=O)[nH]c2=O)cc1
  9.2%	-9.6	93.5	103.0	13.4	183	-13.4	183	-0.6%
> Cc1nc2cc(F)ccc2n1C1CCN(Cc2nnnn2CCc2ccccc2)CC1
  4.7%	-9.8	67.0	76.8	-20.1	119	20.1	119	-64.4%
> CCOC(=O)C(O)(c1ccc(N(CC)S(=O)(=O)c2ccc(C)cc2)cc1)C(F)(F)F (stereo unspecified)
  0.6%	-15.9	81.0	97.0	3.6	126	-3.6	126	-2.0%
> CCC(=NCC1CCCO1)c1c(O)n(Cc2ccccc2)c(=O)[nH]c1=O (stereo unspecified)
  13.2%	·	·	·	-1.0	160	1.0	160	-23.7%
> CCCCn1c(=O)c(C(=O)Nc2nc3ccccc3[nH]2)c(O)c2ccccc21
  -0.5%	-6.5	8.5	15.0	·	·	·	·	8.0%
> COC(=O)N(c1ccccc1)P1(=S)OCCO1
  11.5%	-7.8	96.2	104.0	·	·	·	·	-6.7%
> CCN1CCN(C(=O)COc2cc(=O)n(CC)c3ccccc23)CC1
  -6.9%	140.7	212.4	71.7	-0.1	115	0.1	115	-29.3%
> CC(c1ccccc1F)n1cc(C(=O)Nc2ccc3nc[nH]c3c2)nn1 (stereo unspecified)
  -0.1%	7.7	82.8	75.1	-15.2	67	15.2	67	-57.2%
> O=C1NC(=O)C(=Cc2cn(CCOc3ccc4c(c3)OCO4)c3ccccc23)C(=O)N1
  -266.8%	2.1	77.7	75.5	4.6	174	-4.6	174	57.4%
> CC(C)CC12CN3CCN(CC(C3)/C1=N/O)C2
  -10.8%	2.7	88.2	85.6	-5.3	159	5.3	159	-6.5%
> COc1ccc(C(CC(=O)N2CCC3(CC2)OCCO3)NS(=O)(=O)c2ccc(F)cc2)cc1 (stereo unspecified)
  10.3%	·	·	·	·	·	·	·	-2.0%
> O=C(c1cccs1)N1C2CCC1CC(O)(c1cccnc1)C2 (stereo unspecified)
  -2.6%	3.7	95.7	92.1	-3.7	122	3.7	122	7.0%
> CCCCCCn1c(O)c(C(C)=NC)c(=O)[nH]c1=O
  3.4%	9.3	99.4	90.0	3.3	82	-3.3	82	-39.7%
> COC(=NC1CCCCC1)C(O)c1c[nH]c2ccccc12 (stereo unspecified)
  15.4%	-2.4	91.7	94.2	-9.1	170	9.1	170	-19.6%
> CC1=NN(c2ccccc2)C(=O)/C1=C/c1c(O)[nH]c(=S)[nH]c1=O
  -14.0%	·	·	·	22.7	86	-22.7	86	-2.8%
> CCN1CC2(COC(=O)c3ccccc3N)CCC(OC)C34C5CC6C(OC)CC(O)(C5C6OC)C(O)(C(OC)C23)C14 (stereo unspecified)
  0.3%	·	·	·	3.4	160	-3.4	160	-94.7%
> Nc1ccc(C2(c3ccc(N)cc3)CN3CCC2CC3)cc1
  14.1%	3.2	99.6	96.4	21.9	56	-21.9	56	5.2%
> CCOC(=O)c1c(-n2c(C)cc(C=C3C(=O)NC(=O)NC3=O)c2C)sc2c1CCCC2
  -10.2%	·	·	·	-0.3	105	0.3	105	-6.1%
> O=C(c1ccccc1)c1cn(CC(=O)N2CCCc3ccccc32)c2ccccc12
  -5.9%	-14.6	62.3	76.9	20.0	158	-20.0	158	-33.5%
> O=C1NC(=O)[C@]2(Cc3ccccc3N3CCN(c4ccccc4)CC32)C(=O)N1c1ccccc1 (stereo partly specified)
  ·	7.3	88.8	81.5	2.1	125	-2.1	125	-39.3%
> Cn1cccc1CNCCc1ccccc1
  14.5%	17.1	101.5	84.4	0.8	167	-0.8	167	2.0%
> CC1=C(/C=C/c2ccccc2)CCN(C)C1
  -9.9%	·	·	·	6.1	139	-6.1	139	0.4%
> COC(=O)c1cncn1C(C)c1ccccc1 (stereo unspecified)
  -6.1%	5.0	91.5	86.5	-0.2	158	0.2	158	15.4%
> CCN1CCN(Cc2ccc(OC(F)(F)F)cc2)CC1
  -7.7%	·	·	·	9.1	134	-9.1	134	-6.3%
> Fc1ccc(N2CCN(Cc3ccc4c(c3)OCO4)CC2)cc1
  16.8%	-12.5	88.8	101.3	·	·	·	·	0.8%
> CC(C)(C)c1ccc(S(=O)(=O)N2CC3CC(C2)c2cccc(=O)n2C3)cc1 (stereo unspecified)
  -4.2%	-5.9	85.2	91.0	2.0	172	-2.0	172	-13.0%
> O=c1cccc2n1CC1CC2CN(Cc2c(Cl)cccc2Cl)C1 (stereo unspecified)
  -14.1%	-4.0	97.4	101.4	·	·	·	·	-44.8%
> CCOC(=O)c1nc2ccccc2c(=O)n1-c1ccc(C)cc1
  6.2%	·	·	·	20.1	136	-20.1	136	-55.5%
> C=CCC1(CN2CCCCCC2=O)C(=O)NC(=O)NC1=O
  -2.6%	-7.4	98.9	106.3	1.5	159	-1.5	159	6.9%
> CCCCn1c(O)c(C=NCCN2CCCCC2)c(=O)[nH]c1=O
  -2.2%	1.2	92.8	91.6	-9.9	103	9.9	103	4.2%

# Next section.
# Each structure is followed by: Bcl-B displacement	MRP reversal	MRP reversal cytotoxicity	MRP reversal with doxorubicin	NFkB transloc pot	NFkB transloc pot cell count 2 µM	NFkB transloc inh	NFkB transloc inh cell count 2 µM	PLAP inhibition
> CN1CCc2nc(N)c(C#N)c(-c3ccccc3)c2C1
  2.6%	·	·	·	-5.7	143	5.7	143	-15.5%
> O=C1NC(=O)C2(Cc3ccccc3N3CCCC32)C(=O)N1 (stereo unspecified)
  -2.6%	5.3	100.7	95.4	8.1	127	-8.1	127	18.8%
> Cc1ccc(S(=O)(=O)N2CN3CCN(C3)C2)cc1
  2.6%	6.7	83.8	77.2	3.9	103	-3.9	103	15.4%
> O=C1/C(=C\c2ccc3c(c2)OCO3)N2CCC1CC2
  -9.1%	·	·	·	·	·	·	·	1.4%
> c1ccc(C2CC3CC(c4ccco4)N2O3)cc1 (stereo unspecified)
  0.4%	-1.4	86.9	88.4	5.2	176	-5.2	176	-18.7%
> C=CCn1c(O)c(C(C)=NC2CC2)c(=O)[nH]c1=O
  3.3%	0.7	102.1	101.4	-8.5	106	8.5	106	21.2%
> Cc1nn(Cc2ccccc2)c(C)c1C(=O)OCC(=O)NCc1ccco1
  1.3%	8.9	95.1	86.2	17.7	189	-17.7	189	-64.8%
> Cc1ccc(N=Nc2c(O)[nH]c(=O)[nH]c2=O)c([N+](=O)[O-])c1
  21.7%	·	·	·	-4.8	170	4.8	170	13.0%
> CCc1c(C)nc(N)nc1N1N=C1SCC#N
  -2.6%	-5.0	96.7	101.6	16.7	55	-16.7	55	10.2%
> O=S(=O)(c1ccccc1)N1CCCCC1c1cccnc1 (stereo unspecified)
  11.8%	9.5	104.7	95.2	7.9	153	-7.9	153	-10.9%
> CN1CCc2nc3ccc(F)cc3c(C(N)=O)c2C1
  5.2%	·	·	·	-7.7	141	7.7	141	-2.3%
> O=c1[nH]c(CN2CCNCC2)nc2ccccc12
  -6.2%	6.6	82.8	76.2	23.7	133	-23.7	133	0.9%
> Cn1c2ccccc2c2cnn(CC(=O)N3CCC4(CC3)OCCO4)c(=O)c21
  -5.8%	-17.6	81.7	99.3	-6.2	136	6.2	136	-51.8%
> CC(=O)OC1C2CCC1C(N1CCCC1)CC2 (stereo unspecified)
  5.9%	-2.0	92.0	93.9	7.7	190	-7.7	190	16.9%
> Fc1ccc(C2=CCN(C(c3cccs3)c3nnnn3CCc3ccccc3)CC2)cc1 (stereo unspecified)
  -27.4%	14.7	86.5	71.8	-6.2	153	6.2	153	-6.1%
> CC(C)Oc1ccc(C2C(C#N)=C(N)Oc3c2c(=O)oc2ccccc32)cc1 (stereo unspecified)
  4.0%	8.6	102.0	93.3	2.1	149	-2.1	149	-8.5%
> CC(N)Cc1c[nH]c2cc3c(cc12)OCCO3 (stereo unspecified)
  26.1%	1.3	98.4	97.1	·	·	·	·	-37.6%
> CCOP(=O)(C#CC(C)(C)C)C(C)(O)c1ccccc1 (stereo unspecified)
  -0.1%	·	·	·	2.1	107	-2.1	107	-15.0%
> CC(C)C1(C)N=C(c2nc3ccccc3cc2C(=O)O)NC1=O (stereo unspecified)
  36.8%	-6.4	82.9	89.2	-11.0	211	11.0	211	-4.4%
> CCCCn1c(C)c(C(=O)O)c2cc(OC)ccc21
  0.9%	-4.9	68.9	73.8	3.8	132	-3.8	132	-31.9%
> COc1ccccc1CN1CCN(C(=O)Cc2ccccc2)CC1
  3.2%	-2.6	89.5	92.1	·	·	·	·	-72.6%
> Cc1ccc(C(=O)C2(C)N(O)C(C)C(c3cccs3)=[N+]2[O-])cc1 (stereo unspecified)
  0.0%	·	·	·	-5.9	139	5.9	139	5.7%
> CN(C)C(=O)On1c(-c2ccccc2)nc2ccc(Cl)cc21
  -1.5%	-29.7	38.4	68.1	35.6	203	-35.6	203	16.4%
> CC(=O)c1c(O)n(C)c(=S)n(-c2ccccc2)c1=O
  -7.4%	·	·	·	-4.7	97	4.7	97	3.3%
> C#CCN1C(=O)C2(C(C#N)=C(N)OC(C)=C2C(=O)OCc2ccccc2)c2ccccc21 (stereo unspecified)
  -11.8%	-22.8	29.9	52.7	12.7	110	-12.7	110	-38.0%
> Cc1oc(C(=O)Nc2ccc(O)cc2)cc1COc1ccccc1
  0.3%	-20.6	29.4	50.0	10.1	125	-10.1	125	6.1%
> O=C(COc1ccc2ccccc2c1)N1CCN(Cc2c[nH]c3ccccc23)CC1
  5.4%	·	·	·	12.1	183	-12.1	183	-55.4%
> CCCCCCN=C(CC)c1c(O)n(CCCC)c(=O)[nH]c1=O
  -10.4%	-17.8	62.9	80.7	0.3	125	-0.3	125	-11.6%
> CCC(=NCc1ccco1)c1c(O)n(Cc2ccccc2)c(=O)[nH]c1=O
  -30.1%	-13.1	71.1	84.2	-9.2	88	9.2	88	4.5%
> CCCn1ncc(C(=O)O)c1C
  8.5%	-0.4	94.8	95.2	-9.7	154	9.7	154	18.5%

# Gathered by group: the compounds so far containing a Cl atom
# Each structure is followed by: Bcl-B displacement	MRP reversal	MRP reversal cytotoxicity	MRP reversal with doxorubicin	NFkB transloc pot	NFkB transloc pot cell count 2 µM	NFkB transloc inh	NFkB transloc inh cell count 2 µM	PLAP inhibition
> O=c1cccc2n1CC1CC2CN(Cc2c(Cl)cccc2Cl)C1 (stereo unspecified)
  -14.1%	-4.0	97.4	101.4	·	·	·	·	-44.8%
> CN(C)C(=O)On1c(-c2ccccc2)nc2ccc(Cl)cc21
  -1.5%	-29.7	38.4	68.1	35.6	203	-35.6	203	16.4%

# (listing goes on)
# Each structure is followed by: Bcl-B displacement	MRP reversal	MRP reversal cytotoxicity	MRP reversal with doxorubicin	NFkB transloc pot	NFkB transloc pot cell count 2 µM	NFkB transloc inh	NFkB transloc inh cell count 2 µM	PLAP inhibition
> CN(C)C(=O)CSc1nnc([C@@H](N)Cc2ccccc2)o1
  1.8%	16.2	96.4	80.2	16.3	134	-16.3	134	-6.3%
> CCOC(=O)C1SC2(C(F)F)CC1(O)c1c(c(OC)c3occc3c1OC)O2 (stereo unspecified)
  1.1%	-3.7	68.4	72.2	0.0	127	0.0	127	-42.0%
> CCOC(=O)c1c(N)n(Cc2ccccc2)c2nc3ccccc3nc12
  1.3%	-13.3	74.2	87.5	31.0	94	-31.0	94	7.1%
> Fc1ccccc1CCNCc1cccc(Cl)c1Cl
  1.0%	·	·	·	10.5	162	-10.5	162	-10.8%
> C(=NC12CN3CN(CN(C3)C1)C2)c1cccnc1
  0.0%	8.7	88.2	79.5	-1.0	82	1.0	82	-20.0%
> CCOC(=O)c1c(NC(=O)C(c2ccccc2)c2ccccc2)sc2c1C1CCN2CC1
  2.9%	-6.9	57.1	64.0	21.1	144	-21.1	144	-40.5%

# Only part of the results is shown; rates above refer to the full screens.
